# Mdm2 MdmX PPI – human Mdm2/MdmX binding inhibition | 330,000 tested, 3% active | AID 485346 | inhibition, % at 8 µM | SaOS-2 split-luciferase Mdm2/MdmX complementation, luminescence | O15151+Q00987;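 active means inhibition of at least 50% at 8 µM in the primary screen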
# Target sequence (O15151 whole entry, looked up): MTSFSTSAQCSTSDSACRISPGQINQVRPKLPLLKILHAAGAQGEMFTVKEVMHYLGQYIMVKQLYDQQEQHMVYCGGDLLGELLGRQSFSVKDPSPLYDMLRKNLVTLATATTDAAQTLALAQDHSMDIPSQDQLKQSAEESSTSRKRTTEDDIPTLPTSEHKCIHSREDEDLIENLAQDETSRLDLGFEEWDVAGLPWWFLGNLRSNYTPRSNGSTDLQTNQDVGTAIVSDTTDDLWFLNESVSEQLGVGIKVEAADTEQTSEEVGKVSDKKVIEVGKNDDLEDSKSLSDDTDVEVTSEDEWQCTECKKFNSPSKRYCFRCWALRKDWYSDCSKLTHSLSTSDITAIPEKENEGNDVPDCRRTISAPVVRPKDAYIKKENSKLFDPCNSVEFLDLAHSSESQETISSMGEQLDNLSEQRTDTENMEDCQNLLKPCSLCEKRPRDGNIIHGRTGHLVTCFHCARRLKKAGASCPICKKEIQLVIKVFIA
# Target sequence (Q00987 whole entry, looked up): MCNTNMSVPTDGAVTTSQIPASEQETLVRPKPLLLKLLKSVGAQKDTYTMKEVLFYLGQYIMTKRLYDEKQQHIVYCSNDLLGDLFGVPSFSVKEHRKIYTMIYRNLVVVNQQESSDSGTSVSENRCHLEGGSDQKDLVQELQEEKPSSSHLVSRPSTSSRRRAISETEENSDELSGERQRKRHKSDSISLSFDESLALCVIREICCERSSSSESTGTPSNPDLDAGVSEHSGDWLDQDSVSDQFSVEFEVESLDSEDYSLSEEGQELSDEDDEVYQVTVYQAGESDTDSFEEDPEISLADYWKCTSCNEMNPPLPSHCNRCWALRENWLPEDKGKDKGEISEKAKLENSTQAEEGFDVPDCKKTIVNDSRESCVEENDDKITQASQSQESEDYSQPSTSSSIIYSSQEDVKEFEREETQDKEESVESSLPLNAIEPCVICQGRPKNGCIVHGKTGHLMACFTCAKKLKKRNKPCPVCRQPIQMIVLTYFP
# tim10-1 inh – growth inhibitors of tim10-1 mutant yeast. S. cerevisiae tim10-1 ts strain growth, BacTiter-Glo, 24 h. inhibition, % at 20 µM. 330,000 tested, 2.2% active;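 active means inhibition of at least 40%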;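 further: mutant grown at 25 °C; 0% = DMSO wells with yeast and 100% = wells holding no yeast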
# XBP1 UPR activ – adaptive UPR (XBP1) activation. CHO-XBP1 luciferase reporter, IRE1-XBP1 UPR activation, luminescence; percent of tunicamycin response, DMSO as zero. activation, % at 20 µM. 330,000 tested, 0.33% active. AID 463104;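 active means versus positive control, 20 µM dose yields 30% or more activation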;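 further: 100% = tunicamycin at 10 µg/mL and 0% = DMSO only wells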
#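 Material: CHO cell line with stable XBP1 luciferase reporter; schedule: 16-18 h cell attachment at 37 °C, then 6 h compound exposure; signal: glow luminescence from Steady-Glo reagent; medium: serum-containing F12 medium, 10% FBS; benchmarks: tunicamycin 10 µg/mL and vehicle-only wells; read-out: percent activation relative to tunicamycin reference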
# TIM10 inh – inhibits growth of TIM10 yeast strain; S. cerevisiae TIM10 strain growth, BacTiter-Glo luminescence, 24 h; inhibition, % at 10 µM; 330,000 tested, 1.4% active; AID 463195;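 active means inhibition of 40% or more at the single tested concentration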;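 further: wild-type TIM10 isogenic control strain grown at permissive 25 °C; 0% = DMSO yeast wells and 100% = minimal medium wells without yeast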
# Jurkat NFkB inh – inhibitors of the PMA/ionomycin-induced NF-kB reporter in Jurkat cells | inhibition, % at 4 µM | PMA/ionomycin-induced NF-kB luciferase reporter, luminescence | 330,000 tested, 0.53% active; in the data active means inhibition above about 50%
# 697 NFkB inh – inhibitors of the PMA/ionomycin-induced NF-kB reporter in 697 B cells; 697 B-cell NF-kB luciferase reporter, 16 h; inhibition, % at 4 µM; 330,000 tested, 0.33% active; in the data active means inhibition above about 35%
# tim23-1 inh – growth inhibitors of tim23-1 mutant yeast; S. cerevisiae tim23-1 growth, BacTiter-Glo luminescence, 24 h; inhibition, % at 20 µM; 330,000 tested, 1.3% active;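 active means growth inhibition of the mutant yeast at or above 50%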;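 further: temperature-sensitive mutant grown at 25 °C; plate controls were DMSO-treated mutant yeast for no effect and medium wells lacking yeast for full effect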
# CHOP UPR activ – activators of apoptotic arm of unfolded protein response (CHOP). 330,000 tested, 0.34% active. CHO-CHOP luciferase reporter, UPR activation, luminescence; percent of tunicamycin response over DMSO baseline. activation, % at 10 µM;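 active means at 10 µM dose, activation of 40% or more, normalized to positive control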;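 further: 100% = tunicamycin at 10 µg/mL and 0% = DMSO alone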
#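 assay system = CHO CHOP reporter cells | amount = 500 CHO-CHOP cells per well | buffer or medium = F12 with 10% FBS | incubation = 16-18 h cell attachment, then 6 h compound exposure, 37 °C | detection = luminescence read with Steady-Glo | read-out = percent activation relative to tunicamycin control | controls = tunicamycin high control, DMSO low control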
# * marks the source's active call; other numbers are inactive results.
nr	compound	Mdm2 MdmX PPI	tim10-1 inh	XBP1 UPR activ	TIM10 inh
1	Cc1c(Cl)c([N+](=O)[O-])nn1CC(=O)Nc1c(C)n(C)n(-c2ccccc2)c1=O	-5	-31	1	2
2	CC(C)CNC(=O)NC1(C(F)(F)F)Oc2ccccc2O1	-1	17	1	18
3	Cc1ccc(C)c(/C(O)=C2/C(=O)C(=O)N(CCN3CCOCC3)C2c2ccco2)c1 (stereo unspecified)	5	6	-2	17
4	Cc1ccccc1CN1C(=O)Nc2ccccc2C(=O)N1C(C)(C)C	11	8	-1	22
5	Cc1nnc2n1NC(c1ccc(Cl)cc1)C(C(=O)N1CCC(C)CC1)S2 (stereo unspecified)	-8	-7	-7	-6
6	Cc1ccc(NC(=O)C2(NC(=O)c3ccccn3)CCCCC2)cc1Br	20	21	-4	13
7	COc1ccc(C(=O)Nc2cnc(NC(=O)c3cccs3)cc2C)cc1	-7	-1	-1	-8
8	CCCCCCSc1nc(O)c(C2OC(=O)c3c2ccc(OC)c3OC)c(=O)n1-c1ccccc1 (stereo unspecified)	20	6	3	8

nr	Jurkat NFkB inh	697 NFkB inh	tim23-1 inh	CHOP UPR activ
1	-1	-21	-2	2.8
2	1	-8	19	0.2
3	1	8	8	1.3
4	-4	23	8	-2.9
5	4	7	12	-1.0
6	-2	12	31	1.4
7	-44	-39	10	1.7
8	1	10	19	-2.0

# Next compounds follow:
nr	compound	Mdm2 MdmX PPI	tim10-1 inh	XBP1 UPR activ	TIM10 inh
9	O=C(CCCCCN1C(=O)c2ccccc2C1=O)Nc1ccc(C(=O)O)cc1	-26	8	7	9
10	CCn1c(=O)c(CCC(=O)N2CCN(c3ccccn3)CC2)c(C)c2c(C)nn(-c3cccc(C)c3)c21	53*	37	-3	9
11	O=C(CSc1ccccn1)Nc1ccc(Cl)c([N+](=O)[O-])c1	10	27	-3	-22
12	Cc1ccc(NC(=O)CSCC(=O)Nc2ccccc2N2CCCCC2)cc1	23	29	2	12
13	CSc1ccc(C#N)cc1NC(=O)c1cccc(Cl)c1	17	25	2	4
14	COc1cc(C(=O)NCCSc2ccccc2)cc(OC)c1OC	7	2	-3	-4
15	CCc1cc(C(=O)N=Nc2c(O)[nH]c3ccc([N+](=O)[O-])cc23)c2ccccc2n1	-12	16	3	11
16	O=C(COC(=O)CNC(=O)c1ccc(Cl)cc1Cl)NC(=O)NCc1ccccc1	23	12	-1	1

nr	Jurkat NFkB inh	697 NFkB inh	tim23-1 inh	CHOP UPR activ
9	-31	-21	11	0.0
10	-11	-37	30	3.1
11	-2	-3	24	-0.7
12	7	13	40	-1.5
13	-13	14	24	-0.2
14	-18	3	9	0.3
15	-5	-2	3	-1.2
16	5	15	9	0.7

# Next records follow:
nr	compound	Mdm2 MdmX PPI	tim10-1 inh	XBP1 UPR activ	TIM10 inh
17	O=C1[C@@H]2CSCN2C(=O)CN1Cc1ccc(F)cc1	8	-20	-5	-11
18	COc1cc(/C(C)=N/NC(=S)NC(C)C)cc(OC)c1OC	38	30	2	26
19	Cc1cc(C(=O)OCC(=O)NC(C)c2ccccc2)c(C)o1 (stereo unspecified)	5	0	-1	2
20	CCCCN(CCCC)c1nc(-c2ccncc2)nc2ccccc12	56*	-13	-3	7
21	CC(C)Cc1nc(N2CCN(C(=O)C(C)C)CC2)c(C#N)c2c1CCC2	17	19	-3	12
22	CSc1ccc(S(=O)(=O)NCCCOC(C)C)cc1	-1	-7	-3	-3
23	CC(C)C(Nc1ccc(C(F)(F)F)cc1[N+](=O)[O-])C(=O)O (stereo unspecified)	17	7	-1	3
24	OCC(O)CN(c1ccccc1)c1ccccc1 (stereo unspecified)	13	13	4	4

nr	Jurkat NFkB inh	697 NFkB inh	tim23-1 inh	CHOP UPR activ
17	-5	8	11	0.6
18	5	2	24	2.2
19	5	-1	-2	0.5
20	33	-22	32	0.4
21	-5	-13	31	40*
22	-1	11	-4	0.4
23	4	24	-7	-0.9
24	9	4	9	4.2

# (continued)
nr	compound	Mdm2 MdmX PPI	tim10-1 inh	XBP1 UPR activ	TIM10 inh
25	COc1ccc(C2CC(c3ccc(Cl)cc3)n3nc(N)nc3N2)cc1 (stereo unspecified)	1	12	1	-3
26	CC1CCCCC1NC(=O)c1cc(S(=O)(=O)N2CCCCC2)ccc1N1CCOCC1 (stereo unspecified)	-14	13	-2	8
27	Cc1ccc(OCC(=O)Nc2ccc3oc(=O)ccc3c2)cc1C	-13	-14	0	0
28	Cc1ccc(C(=O)c2cn(-c3ccc(F)c(Cl)c3)nn2)cc1	39	16	3	-9
29	O=C(CN1C(=O)c2ccccc2C1=O)N1CCN(c2ccccc2)CC1	6	8	-2	-14
30	CC1(C(=O)N/N=C/c2cc3c(cc2Br)OCO3)CC1(Br)Br (stereo unspecified)	31	23	0	10
31	O=S(=O)(NCCc1ccncc1)c1ccc(F)cc1	-1	17	-2	-1
32	O=C(c1cc(F)c(F)cc1Cl)N1CCCc2ccccc21	5	12	-3	2

nr	Jurkat NFkB inh	697 NFkB inh	tim23-1 inh	CHOP UPR activ
25	8	13	4	0.4
26	-2	10	7	2.6
27	8	7	-6	-0.3
28	-30	-13	-5	4.2
29	1	10	5	0.3
30	6	-24	38	1.0
31	-7	0	1	-0.5
32	-1	3	11	-1.6

# More records follow:
nr	compound	Mdm2 MdmX PPI	tim10-1 inh	XBP1 UPR activ	TIM10 inh
33	Cc1ccc(O)c(NC(=O)c2cc(-c3ccccc3)on2)c1	-9	17	2	-5
34	O=C(C1COc2ccccc2O1)N1CCOCC1 (stereo unspecified)	14	10	6	-15
35	O=S(=O)(c1ccc(NCCOCCO)nc1)N1CCCCC1	-1	3	-1	-6
36	COc1ccccc1NC(=O)CN(C)S(=O)(=O)c1ccc2c(c1)CCC(=O)N2	26	-24	-3	-2
37	O=C(c1ccc(S(=O)(=O)Nc2ccccc2F)cc1)N1CCC1	-4	-21	0	2
38	COc1ccc(Cc2nc3ccc(C(=O)NCC(C)(C)OC)cc3o2)cc1	-42	5	-3	-3
39	O=C(Nc1ccc(F)cc1)NC1CCN(Cc2nnnn2Cc2ccco2)CC1	-9	-8	0	7
40	CCN(CC(=O)Nc1ccc(NC(C)=O)cc1)C(=O)CCCc1c[nH]c2ccccc12	-7	-11	0	10

nr	Jurkat NFkB inh	697 NFkB inh	tim23-1 inh	CHOP UPR activ
33	86*	-25	23	3.7
34	5	-24	9	-0.2
35	-27	2	-6	0.5
36	3	12	-8	2.3
37	-2	-24	-1	-0.8
38	-67	-81	10	7.5
39	8	2	7	1.2
40	3	11	13	-0.8

# Values by screen from above:
# 697 NFkB inh, nos. 1–6: -21, -8, 8, 23, 7, 12

# Continuation.
nr	compound	Mdm2 MdmX PPI	tim10-1 inh	XBP1 UPR activ	TIM10 inh
41	CN1CCN(NC(=O)c2cn(-c3ccccc3)nc2-c2cccc(Br)c2)CC1	2	13	-2	-2
42	O=C(COC(=O)CCc1nc2ccccc2s1)Nc1nc(-c2ccccc2)cs1	-3	2	1	5
43	COc1ccccc1C(=O)N1CCN(CCc2ccccc2)CC1	1	6	-2	-13
44	Cc1onc(-c2c(F)cccc2Cl)c1C(=O)N1CCSCC1	15	-13	-1	-10
45	Cc1ccc(NC(=O)C(C)OC(=O)COc2cccc(C(F)(F)F)c2)cc1 (stereo unspecified)	-40	9	1	-36
46	COc1cc(-c2nc3ccccc3nc2-c2ccc(O)c(OC)c2)ccc1O	32	23	-3	2
47	N/C(=N\OC(=O)c1ccc(F)cc1)c1nonc1N	12	23	-2	2
48	Cn1cccc1C(=O)C(=O)Nc1ccccc1	-30	6	-3	6

nr	Jurkat NFkB inh	697 NFkB inh	tim23-1 inh	CHOP UPR activ
41	0	-22	25	-0.9
42	-21	-9	-1	2.6
43	-10	-6	19	-1.5
44	6	-10	-2	0.4
45	-31	-32	20	-1.3
46	25	11	25	-0.3
47	16	15	14	-0.9
48	-71	-118	-3	-1.8

# Further compounds.
nr	compound	Mdm2 MdmX PPI	tim10-1 inh	XBP1 UPR activ	TIM10 inh
49	CCCCNC(=O)[C@@H]1CSC2c3ccc(OC)c(OC)c3C(=O)N21 (stereo partly specified)	12	19	5	-17
50	CCOC(=O)c1sc(NC(=O)COC(=O)CNC(=O)C2CCCCC2)c(C(=O)OCC)c1C	-4	-18	1	-13
51	COc1ccc(-n2c(=S)[nH]c3cc(C(=O)NCCCN4CCCC4=O)ccc3c2=O)cc1	41	2	1	4
52	CCOC(=O)Cn1nnc(-c2ccc(OCC(C)C)cc2)n1	3	14	1	7
53	CC1CCN(c2ccc3nnc(CCC(=O)NCCCOC(C)C)n3n2)CC1	6	8	-3	5
54	CC1CN(S(=O)(=O)c2ccc(C(=O)N(C)C3CCCCC3)cc2)CC(C)O1 (stereo unspecified)	6	14	-3	11
55	N#C/C(=C/c1cc[nH]c1)C(N)=S	15	-4	-1	-13
56	CCOc1cc(/C=C2/SC(=Nc3ccccc3)N(Cc3cccnc3)C2=O)ccc1OCC#N	28	-3	3	5

nr	Jurkat NFkB inh	697 NFkB inh	tim23-1 inh	CHOP UPR activ
49	-7	11	12	-2.5
50	1	12	-5	-0.9
51	3	11	0	-3.3
52	0	-5	10	-0.3
53	5	-4	8	1.4
54	-7	-3	19	3.4
55	-1	22	6	-0.3
56	0	1	-11	4.1

# With a hit mark in Mdm2 MdmX PPI, among the entries above:
No.	molecule	Mdm2 MdmX PPI	XBP1 UPR activ	TIM10 inh	Jurkat NFkB inh	697 NFkB inh
10	CCn1c(=O)c(CCC(=O)N2CCN(c3ccccn3)CC2)c(C)c2c(C)nn(-c3cccc(C)c3)c21	53*	-3	9	-11	-37
20	CCCCN(CCCC)c1nc(-c2ccncc2)nc2ccccc12	56*	-3	7	33	-22

# (continued)
nr	compound	Mdm2 MdmX PPI	tim10-1 inh	XBP1 UPR activ	TIM10 inh
57	CCCCC(=O)NC(c1ccc(Cl)cc1Cl)c1ccc2cccnc2c1O (stereo unspecified)	77*	2	-1	-65
58	CC(C)(C)c1ccc(C(=O)NNc2ncccc2-n2cccc2)cc1	-13	2	0	-2
59	COc1cc(C)nc(OCCNC(=O)COc2ccc(Cl)cc2Cl)n1	12	3	-3	2
60	O=C(NCCC1CCCC1)c1cccs1	-13	1	-1	1

nr	Jurkat NFkB inh	697 NFkB inh	tim23-1 inh	CHOP UPR activ
57	51*	-25	-4	0.3
58	-23	-20	17	-1.0
59	13	8	8	-0.6
60	-40	-48	23	7.5

# Profiles, looked up by structure. Values in the order: Mdm2 MdmX PPI | tim10-1 inh | XBP1 UPR activ | TIM10 inh | Jurkat NFkB inh | 697 NFkB inh | tim23-1 inh | CHOP UPR activ
# Shown for COc1ccc(C(=O)Nc2cnc(NC(=O)c3cccs3)cc2C)cc1 : -7 | -1 | -1 | -8 | -44 | -39 | 10 | 1.7
# Shown for O=S(=O)(NCCc1ccncc1)c1ccc(F)cc1 : -1 | 17 | -2 | -1 | -7 | 0 | 1 | -0.5
# Shown for COc1cc(-c2nc3ccccc3nc2-c2ccc(O)c(OC)c2)ccc1O : 32 | 23 | -3 | 2 | 25 | 11 | 25 | -0.3
# Shown for CCN(CC(=O)Nc1ccc(NC(C)=O)cc1)C(=O)CCCc1c[nH]c2ccccc12 : -7 | -11 | 0 | 10 | 3 | 11 | 13 | -0.8

# Screening results as filed in PubChem BioAssay.
